TDP1 cell noCPT: qHTS for Inhibitors of human tyrosyl-DNA phosphodiesterase 1 (TDP1): qHTS in cells in absence of CPT; DT40 Tdp1-/- hTDP1 cells, no CPT, ATP luminescence, 48 h; Potency, µM (top dose mostly 46.2 µM), without a hit: at the highest dose activity change, negative = growth inhibition, actives largely listed as inhibitors; 15% of 420,000 active; AID 686978, 2013; note: nearly all actives have a fitted effect of over 55% in size
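A cellular qHTS used chicken DT40 cells lacking endogenous Tdp1 but carrying stably transfected human TDP1. Compounds were applied without camptothecin, and cell growth kinetics were judged by ATP-dependent luminescence after ≥48 hr.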
TDP1 inh: blocks human tyrosyl-DNA phosphodiesterase 1. recombinant TDP1, AlphaScreen DNA substrate cleavage. AID 485290. 0.28% of 350,000 active. Potency, µM (doses to about 130 µM), for inactives: top-dose activity change, negative = inhibition, most hits filed as inhibitors; note: nearly all actives have a fitted effect of over 40% in size
Target sequence (Q9NUW8 whole entry, looked up): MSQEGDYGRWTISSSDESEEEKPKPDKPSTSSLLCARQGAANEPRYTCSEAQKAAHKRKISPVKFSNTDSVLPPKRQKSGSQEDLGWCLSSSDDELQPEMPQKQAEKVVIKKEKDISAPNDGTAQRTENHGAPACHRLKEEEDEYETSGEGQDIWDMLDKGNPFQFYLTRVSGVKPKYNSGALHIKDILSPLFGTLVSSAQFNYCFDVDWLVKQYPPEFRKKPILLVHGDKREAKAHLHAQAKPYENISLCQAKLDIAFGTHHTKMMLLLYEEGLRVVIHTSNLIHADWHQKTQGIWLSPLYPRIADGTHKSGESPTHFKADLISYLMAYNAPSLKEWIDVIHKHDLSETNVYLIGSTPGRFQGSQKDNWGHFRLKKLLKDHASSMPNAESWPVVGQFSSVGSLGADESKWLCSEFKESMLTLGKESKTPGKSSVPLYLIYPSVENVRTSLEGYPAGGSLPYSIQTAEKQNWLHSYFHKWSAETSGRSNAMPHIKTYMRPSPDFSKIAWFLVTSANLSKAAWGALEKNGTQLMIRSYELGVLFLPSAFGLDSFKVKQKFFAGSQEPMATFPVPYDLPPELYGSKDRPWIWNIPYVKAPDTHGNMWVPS
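Tdp1 1 nM final; 15 min RT w/ cpd; substrate 15 nM, 5 min; beads 10 ug/ml, 10 min; AlphaScreen read. Neg ctrl: no enzyme.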
DT40 TDP1 CPT: DT40-hTDP1 cell growth loss with CPT; chicken DT40 Tdp1-/-;hTDP1 cells + 20 nM CPT, ATP luminescence, 48 h; Potency, µM (series often up to 46.2 µM), without a hit: at the highest dose activity change, negative = growth inhibition, most hits filed as inhibitors; 12% of 420,000 active; AID 686979; note: nearly all actives have a fitted effect of over 55% in size
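Cell growth measured by CellTiter-Glo luminescence after a minimum 48 h, 37 C compound exposure with 20 nM CPT in Tdp1-knockout DT40 cells stably expressing hTDP1, seeded 400/well; qHTS titration format.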
* = called active by the depositor; ? = inconclusive; · = no result given; ! = a repeat was not active; [ ] = remark or other dose. Calls come from the whole dose curve; as a rule, active = well fitted curve in the direction sought with a large enough effect; inconclusive = small, poorly fitted or top-dose-only effect, or another doubt; inactive = no such curve, though single readings can be large; an effect the other way counts as inactive or inconclusive. % is set by controls: 0 for no effect and ±100 for the full control effect; potency is the fitted concentration of half-maximal effect.

The first two records, ahead of the listing:
Fields: TDP1 cell noCPT, TDP1 inh, DT40 TDP1 CPT
1	O=C(COc1ccccc1Br)N1CCN(C(=O)c2cccs2)CC1
  ?, -2%[56.1 µM], 4%
2	Cc1ccc(C)c(CS(=O)(=O)c2cn(CC(=O)N(C(C)C)C(C)C)c3ccccc23)c1
  12µM*, 0%, 15µM*

Results, repeating the preview:
Fields: TDP1 cell noCPT, TDP1 inh, DT40 TDP1 CPT
1	O=C(COc1ccccc1Br)N1CCN(C(=O)c2cccs2)CC1
  ?, -2%[56.1 µM], 4%
2	Cc1ccc(C)c(CS(=O)(=O)c2cn(CC(=O)N(C(C)C)C(C)C)c3ccccc23)c1
  12µM*, 0%, 15µM*
3	CCOC(=O)C1CCN(C(=O)Cn2nc(CC)n3c(cc4occc43)c2=O)CC1
  -23%, 0%, ?
4	O=C(NCCC1=CCCCC1)c1cc2c(s1)CS(=O)(=O)C2
  -14%, 0%, 4%
5	O=[N+]([O-])c1c(N2CCN(CCO)CC2)nc2ccccn12
  -11%, 3%, -2%
6	CCCCNC(=O)Cn1c(-c2ccc(OC)cc2)noc1=O
  -19%, 4%, -2%
7	COc1ccc(C(O)c2nccn2Cc2ccccc2)cc1OC (stereo not given)
  -18%, 1%, ?
8	Cc1cc(NC(=O)CSc2nccn2-c2cccc(F)c2)no1
  ?, 2%, ?
9	CC(C)(C)C(Cn1ccnc1)NC(=O)c1ccc2nc(C3CC3)oc2c1 (stereo not given)
  -5%, 4%, -10%
10	O=C(NCCO)c1cccc(-c2cccc3nncn23)c1
  -13%, ·, -18%
11	CCC(=O)Nc1c2c(nn1-c1cccc(Cl)c1)CS(=O)(=O)C2
  5%, 1%, -8%
12	CC(=O)C1=C(NC(=O)c2ccc(C(F)(F)F)cc2)C[C@@H]2[C@H]1C2(C)C
  -12%, 3%, 23%
13	CCOC(=O)C(=O)c1c(C)cc2ccccn12
  8%, 7%, -14%
14	COc1ccccc1NC(=O)c1cccc(S(=O)(=O)N2CCCCCC2)c1
  ?, 2%[2.28 µM], ?
15	C[C@H](NC(=O)CCCOc1ccc(Cl)cc1Cl)c1nnc2ccccn12
  2%, 1%, -22%
16	CCCCCn1c(=O)[nH]c2cc(C(=O)NC(C)CC)ccc2c1=O (stereo not given)
  -1%, 6%, -1%
17	CC(C)c1nnc(NC(=O)CCC(=O)NC2CCCc3ccccc32)s1 (stereo not given)
  15µM*, 3%, ?
18	O=C(O)c1ccccc1C(=O)NCc1c(Cl)cccc1Sc1ccc(Cl)cc1
  16%, ·, 10%
19	CCn1c(SCC(=O)NC2=NCCS2)nnc1C(C)NC(=O)c1ccccc1Br (stereo not given)
  2%, ·, 2%
20	C=CCNC(=S)NNC(=O)c1ccc(Br)o1
  -3%, 3%, 9%
21	CN1CCc2c(sc(NC(=O)C3CCCCC3)c2C(N)=O)C1
  1%, ·, 16%
22	Cc1ccccc1Nc1nc(N)nc(CSc2ccc(F)cc2)n1
  ?, 0%, -28%
23	Cc1ccc(-n2c(SCC(=O)N3CCOCC3)nnc2-c2cccnc2)cc1C
  -9%, 4%, 4%
24	CC(C)CC1C(=O)N(Cc2cn(Cc3ccco3)nn2)CCS(=O)(=O)N1Cc1ccc(-c2ccc(Cl)c(Cl)c2)cc1 (stereo not given)
  21µM*, ·, 18µM*
25	Cc1ccccc1CN1CCN(C(=O)c2ccco2)CC1
  ?, ·, -1%
26	CC1=C(C#N)C(C)(C)C(C#N)=C(C)N1
  ?, ·, -29%
27	COc1ccccc1N1CCN(Cc2nc3ccccc3[nH]2)CC1
  0%, 12%, 21%
28	Cc1ccc(C)c(C(=O)C(C)OC(=O)CN2C(=O)NC3(CC(C)CC(C)(C)C3)C2=O)c1 (stereo not given)
  -2%, 1%, 0%
29	CC(C)[C@H](NC(=O)C1CC(=O)N(c2ccc(F)cc2)C1)C(=O)N1CCCCC1 (stereo not given in full)
  ?, 0%, ?
30	CCOc1ccc(NC(=S)N(CCN2CCOCC2)Cc2ccc3c(c2)CCCN3CC)cc1
  ?, 11%, ?

New compounds follow
Fields: TDP1 cell noCPT, TDP1 inh, DT40 TDP1 CPT
31	CCCCn1c(SCC(=O)c2ccc3c(c2)OCCO3)nnc1-c1ccoc1C
  ?, 2%, ?
32	COc1ccc(CNC(=O)CSCc2ccc(C)cc2)c(OC)c1
  ?, 8%, ?
33	COC(=O)c1ccc(/C=N/n2c(C)nc3ccccc3c2=O)cc1
  ?, ·, -12%
34	COc1ccc(N(CC(=O)N/N=C/c2ccccc2OC)S(=O)(=O)c2ccccc2)cc1
  -6%, ·, 6%
35	CC(C)(C)OC(=O)C[C@@H]1C/C=C\C[C@H](CC(=O)N[C@@H](CO)Cc2ccccc2)C(=O)N[C@H](C(C)(C)C)COC1=O
  18µM*, 1%, 21µM*
36	CC(C)CCN1CCN(C2CCN(c3ccc4c(c3)OCO4)CC2)CC1CCO (stereo not given)
  -24%, ·, 9%
37	O=C(NCCCCc1ccccc1)Nc1ccc(F)cc1
  11%, 1%, -4%
38	O=C(Nc1ccc(F)cc1)c1cccnc1N1CCCCC1
  -17%, 4%, -13%
39	Cc1ccc(-c2n[nH]c(=S)n2/N=C/c2cccs2)cc1
  ?, 4%, -30%
40	CN(C)CCNC(=O)c1ccc2c(c1)NC(=O)C(CS(=O)(=O)Cc1cccc(Br)c1)N2 (stereo not given)
  -6%, 10%, -22%
41	O=C(NC(=S)N1CCN(c2ccc(F)cc2)CC1)C12CC3CC(CC(C3)C1)C2
  ?, 3%, ?
42	Cc1ccccc1Cn1cnc2c([N+](=O)[O-])c(C)c(C)cc21
  ?, 7%, ?
43	CCOC(=O)c1c(C)oc2ncnc(N3CCN(c4ccccc4OC)CC3)c12
  16µM*, 0%, ?
44	Cn1c(=O)cc(SCC(=O)NCCC2=CCCCC2)c2ccc(Cl)cc21
  -21%, 1%, -28%
45	CC1CCN(C(=O)Cn2cc([N+](=O)[O-])ccc2=O)c2ccccc2S1 (stereo not given)
  -10%, 2%, 4%
46	CC1(C)OC(=O)C2(Cc3cc([N+](=O)[O-])ccc3N3CCCCCC32)C(=O)O1 (stereo not given)
  -11%, ·, -6%
47	Cc1cc(NC(=O)CN(C)CC(=O)Nc2ccc(Cl)c(C(F)(F)F)c2)no1
  16µM*, -3%, 15µM*
48	Cc1cc(-c2nnc(SCC(=O)c3ccc(Cl)cc3)o2)no1
  -3%, -2%, 1%
49	CCCCn1nnc(NC(=O)c2ccc(-c3cccc(Cl)c3)o2)n1
  -12%, 5%, 5%
50	COc1ccc2c(CC(=O)OCC(=O)N(C)c3c(N)n(Cc4ccccc4)c(=O)[nH]c3=O)coc2c1
  ?, ·, 1%
51	Cc1cc(=O)oc2c(CN3CCC(C)CC3)c(O)c(Cl)cc12
  0%, ?, 14%
52	COc1ncc2nc(-c3cccs3)c(=O)n(-c3ccccc3)c2n1
  -3%, ·, 9%
53	O=C1c2cccc3c(N4CCCCC4)ccc(c23)C(=O)N1c1ccc(O)cc1
  23µM*, -7%, ?
54	CCOC(=O)CSc1nc(N)c(C#N)c(CC(C)C)c1C#N
  -13%, -4%, 2%
55	CN1C(=O)/C(=C/c2ccccc2OCc2cccc(F)c2)N(C)C1=S
  ?, -4%, ?
56	FC(F)(F)c1cc(Cc2nc3ccccc3n2C(CCc2ccccc2)c2nc3ccccc3[nH]2)cc(C(F)(F)F)c1 (stereo not given)
  7.3µM*, ·, 7.3µM*
57	O=C(NC1CCCCC1)C(c1ccc(F)cc1)N(Cc1cccs1)C(=O)CN1C(=O)c2ccccc2S1(=O)=O (stereo not given)
  16µM*, 0%, 16µM*
58	O=C(O)/C=C/C(=O)N(CC1CCCO1)C1CC(=O)N(c2c(Cl)cccc2Cl)C1=O (stereo not given)
  -3%, -1%, 0%
59	CCOc1cccc2sc(N(CCCN(C)C)C(=O)c3ccc(C(=O)c4ccccc4)cc3)nc12
  -5%, 10%, ?
60	COCCCn1c(=O)c2ccccc2n2c(=S)[nH]nc12
  -3%, ·, -2%

Remaining list, next part:
Fields: TDP1 cell noCPT, TDP1 inh, DT40 TDP1 CPT
61	Oc1ccc(C=NC2CCCCC2)cc1
  0%, ·, -17%
62	Cc1nn(-c2ccccc2)c(-n2cccc2)c1C(=O)NCc1ccccc1Cl
  26µM*, 3%, 21µM*
63	O=C(NCC[C@H]1CC[C@H](NS(=O)(=O)c2ccccc2F)[C@@H](CO)O1)c1ccc(F)cc1
  -12%, ·, 1%
64	O=C(Nc1nc(-c2ccc(Cl)s2)cs1)c1ccco1
  ?, 6%, ?
65	Cc1ccsc1/C=C1\CCC(C2CCCC2)C1=O (stereo not given)
  -11%, 2%, -14%
66	CCC(=O)OCc1c(C(F)(F)F)nn(C)c1Sc1ccc(Cl)cc1
  -13%, -6%, -13%
67	O=C(O)c1cccc(COc2ccc(CO)cc2Cl)c1
  -28%, 0%, -15%
68	N#CC(c1nc2ccccc2nc1N1CCCC1)S(=O)(=O)c1cccs1 (stereo not given)
  -8%, 1%, ?
69	Cc1ccccc1C(NC(N)=O)c1ccccc1 (stereo not given)
  -16%, 5%, -22%
70	COc1ccc(CC(=O)Nc2cc(S(=O)(=O)N3CCOCC3)ccc2N2CCCC2)c(OC)c1
  -9%, ·, -24%
71	COc1ccc(CNc2oc(COc3ccccc3Cl)nc2C#N)cc1
  ?, 6%, ?
72	CCCOc1cc(N)ccc1C(=O)OCCN(CC)CC
  ?, 2%[56.1 µM], 0.13µM*!
73	O=C1CSC(c2ccc([N+](=O)[O-])cc2)N1C1CCCCC1 (stereo not given)
  -22%, 2%, ?
74	Cc1nn(C)c(C(=O)Nc2c(C)nn(Cc3c(F)c(F)c(F)c(F)c3F)c2C)c1Br
  3.7µM*, 3%, 8.2µM*
75	O=C(OCCN1CCOCC1)C1(c2ccccc2)CCCCC1
  27µM*!, 10%[56.1 µM], ?
76	CCc1nc(SCC(=O)NC2CCCC2)c2oc3ccccc3c2n1
  ?, 0%, ?
77	Cc1nn(-c2ccc(F)cc2)c(C)c1CNC(=O)c1ccc(-n2cc(NC(=O)c3ccoc3)cn2)cc1
  12µM*, ·, -15%[9.04 µM]
78	COc1ccc(CCN2C(=O)N(c3ccccc3)C(=O)C2CC(=O)Nc2ccccc2)cc1 (stereo not given)
  26µM*, 1%, ?
79	C[C@@H]1CN([C@@H](C)CO)C(=O)c2cc(Br)cnc2O[C@H]1CN(C)Cc1cccc(C(=O)O)c1
  -27%, ·, 3%
80	CNC(=S)NNC(=O)c1oc2nc(-c3ccccc3)cc(C)c2c1N
  ?, ·, 6%
81	Cc1ccsc1/C=C1/NC(=O)N(Cc2ccc(F)cc2)C1=O
  -12%, 0%, 12%
82	Cc1ccc(NC(=O)CSc2nnc(-c3ccccc3C)o2)cc1C
  -18%, 0%, -18%
83	CCOc1ccccc1C1C(C(N)=O)=C(C)Nc2nc(-c3cccc(C)c3)nn21 (stereo not given)
  -14%, 8%, -7%
84	COc1ccc(CC(CC(=O)O)C(=O)Nc2ccc(Cl)c(Cl)c2)cc1 (stereo not given)
  20%, ·, -2%
85	CCCn1c(SCC(=O)N2CCCc3ccccc32)nnc1-c1ccccn1
  ?, -3%, ?
86	O=C(c1ccc2[nH]ccc2c1)N1CCOc2ccc(CN3CCN(c4ccccn4)CC3)cc2C1
  ?, ·, -4%[9.04 µM]
87	Cc1nc2cnc(OCc3ccccc3)nc2n(CCc2ccccc2)c1=O
  ?, ·, ?
88	COc1ccc(CN2C(=O)C(CC(=O)NCC3CCCCC3)CC(C(=O)N(C)C)=C2C)cc1 (stereo not given)
  ?, ·, ?
89	C=Cc1cnc([N+](=O)[O-])n1C
  ?, ·, ?
90	Cc1cn([C@H](C(=O)NCCCCCCCCCCC(=O)N2CCN(C(=O)OC(C)(C)C)CC2)[C@@H](C)O)nn1
  16µM*, 0%, 23µM*
91	FC(F)(F)c1nnc2ccc(NCc3ccccc3)nn12
  -28%, 1%, 11%
92	O=C1NC(c2ccccc2Cl)Nc2ccccc21 (stereo not given)
  18µM*, 5%, ?

Rewritten as tab-separated lines: entries from further up.
#	molecule	TDP1 cell noCPT	TDP1 inh	DT40 TDP1 CPT
88	COc1ccc(CN2C(=O)C(CC(=O)NCC3CCCCC3)CC(C(=O)N(C)C)=C2C)cc1 (stereo not given)	?	·	?
89	C=Cc1cnc([N+](=O)[O-])n1C	?	·	?
90	Cc1cn([C@H](C(=O)NCCCCCCCCCCC(=O)N2CCN(C(=O)OC(C)(C)C)CC2)[C@@H](C)O)nn1	16µM*	0%	23µM*
91	FC(F)(F)c1nnc2ccc(NCc3ccccc3)nn12	-28%	1%	11%

A few values from the results shown.
Result for `Cc1ccccc1C(NC(N)=O)c1ccccc1` (stereo not given) in TDP1 cell noCPT: -16%
Result for `CNC(=S)NNC(=O)c1oc2nc(-c3ccccc3)cc(C)c2c1N` in DT40 TDP1 CPT: 6%

Screening data from PubChem.
